Fam108B inh = Fam108B inhibition, counter-screen for RBBP9 inhibitors | actives 0.33% (n = 300,000) | inhibition, % at 9.51 µM | recombinant Fam108B, FP-Rh probe fluorescence polarization;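 active = inhibition above the screen mean inhibition plus 3 SD, computed separately per campaign, cut at about 18% in these data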;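 note: inhibitors lower polarization as less probe binds the enzyme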
GLD-1 TGE inh = GLD-1-TGE RNA interaction inhibition (C. elegans); inhibition, % at 5.96 µM; purified GLD-1 + fluorescein TGE RNA, fluorescence polarization; actives 0.44% (n = 320,000); AID 2280;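 active = percent inhibition above a per-plate cutoff, the plate mean of test compounds plus 3 SD, cut at about 30% in these data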;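 note: 0% = DMSO wells with GLD-1 and probe and 100% = wells lacking GLD-1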
MCL1-BIM inh = MCL1-BIM-BH3 interaction inhibition (human); inhibition, % at 10.9 µM; actives 0.68% (n = 320,000); GST-MCL1 / FITC-Bim-BH3 fluorescence polarization; AID 2057;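 active = inhibition above the mean inhibition of all tested compounds plus 3 SD, set per campaign, cut at about 40% in these data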;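 note: 0% = DMSO wells and 100% = unlabeled Bim-BH3 peptide control; higher means more loss of mP so more displacement of Bim peptide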
Target sequence (Q07820 whole entry, looked up): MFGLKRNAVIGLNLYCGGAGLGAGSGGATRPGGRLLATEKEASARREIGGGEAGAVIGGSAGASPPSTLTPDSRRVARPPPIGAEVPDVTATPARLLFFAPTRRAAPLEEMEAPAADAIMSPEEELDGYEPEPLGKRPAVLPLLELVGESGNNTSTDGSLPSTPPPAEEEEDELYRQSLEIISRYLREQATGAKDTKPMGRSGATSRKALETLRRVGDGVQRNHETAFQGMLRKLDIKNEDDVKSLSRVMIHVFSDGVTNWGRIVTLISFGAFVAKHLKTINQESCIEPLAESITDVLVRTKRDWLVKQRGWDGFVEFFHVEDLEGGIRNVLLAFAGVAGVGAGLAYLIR
MEX-5 binding = C. elegans MEX-5 TCR-2 RNA binding activity; MEX-5/FITC-TCR2 RNA binding, fluorescence polarization; active compounds read low; AID 1832; actives 0.38% (n = 300,000); activity score (negative = inhibition of binding), % at 10 µM; Q9XUB2;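 active = inhibition past about -25% in most replicates, and total fluorescence under double the plate's negative control median, limit read from the data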;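 note: 0% = DMSO and -100% = 5 µM competing unlabeled TCR2 RNA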
Target sequence (Q9XUB2 whole entry, looked up): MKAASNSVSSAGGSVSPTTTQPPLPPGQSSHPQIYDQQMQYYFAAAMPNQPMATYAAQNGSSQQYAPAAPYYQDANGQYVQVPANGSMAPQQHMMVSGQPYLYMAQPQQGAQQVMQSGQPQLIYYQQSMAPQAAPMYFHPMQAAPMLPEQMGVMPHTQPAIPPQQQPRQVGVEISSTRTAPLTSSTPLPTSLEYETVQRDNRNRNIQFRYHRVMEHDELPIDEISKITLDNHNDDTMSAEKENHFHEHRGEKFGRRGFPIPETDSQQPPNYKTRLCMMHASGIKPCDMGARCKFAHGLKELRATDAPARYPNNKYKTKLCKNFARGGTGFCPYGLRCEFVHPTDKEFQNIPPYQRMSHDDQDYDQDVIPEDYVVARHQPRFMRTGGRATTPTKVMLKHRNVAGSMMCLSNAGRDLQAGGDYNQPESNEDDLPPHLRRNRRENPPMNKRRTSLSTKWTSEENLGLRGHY
BCLXL inh = inhibitors of human Bcl-xL | Q07817 | GST-Bcl-xL / FITC-Bim BH3 peptide fluorescence polarization | inhibition, % at 10.9 µM | actives 0.7% (n = 320,000);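 active = inhibition above the mean of all tested compounds plus 3 SD, cutoff set per campaign, cut at about 30% in these data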;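 note: 0% = DMSO wells and 100% = unlabeled Bim-BH3 peptide competitor; inhibitors lower millipolarization by displacing the labeled peptide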
Target sequence (Q07817 whole entry, looked up): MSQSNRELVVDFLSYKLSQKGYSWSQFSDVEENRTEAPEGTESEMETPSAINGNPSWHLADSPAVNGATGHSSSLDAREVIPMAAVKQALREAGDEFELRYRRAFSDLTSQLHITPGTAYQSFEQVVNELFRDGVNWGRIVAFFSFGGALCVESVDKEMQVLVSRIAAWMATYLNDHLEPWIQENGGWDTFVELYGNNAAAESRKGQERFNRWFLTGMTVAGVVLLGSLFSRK
GSTO1 counter = GSTO1 inhibition, counter-screen for RBBP9 inhibitors; P78417; recombinant GSTO1, activity-based probe fluorescence polarization; inhibition, % at 5.96 µM; actives 1.1% (n = 300,000);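 active = inhibition above the campaign mean inhibition plus 3 SD, cut at about 35% in these data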;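 note: 0% = GSTO1-1 with DMSO and 100% = wells lacking GSTO1-1 enzyme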
TPT1 inhibitor = blocks Candida albicans tRNA 2'-phosphotransferase; recombinant caTPT1, FP RNA substrate dephosphorylation; inhibition, % at 5 µM; actives 0.81% (n = 300,000);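 active = inhibition above the mean of all tested compounds plus 3 SD, set per screening campaign, cut at about 24% in these data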;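 note: plate controls were DMSO alone for no effect and ferristatin control at 100 nM for full effect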
PAD4 FP inh = inhibitors of human PAD4; Q9UM07; recombinant PAD4, RCA probe fluorescence polarization; inhibition, % at 6.36 µM; actives 0.41% (n = 330,000); AID 485272;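 active = percent inhibition above a cutoff equal to the mean of all tested compounds plus 3 SD, cut at about 15% in these data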;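 note: 0% = PAD4 with RCA probe and DMSO and 100% = probe without PAD4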
PME-1 primary = blocks human protein phosphatase methylesterase 1. Q9Y570. recombinant PME-1, FP-Rh probe fluorescence polarization. inhibition, % at 5.9 µM. actives 0.53% (n = 320,000);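 active = inhibition above the campaign mean of all compounds plus 3 SD, cut at about 26% in these data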;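 note: competitive labeling of PME-1 active site by serine hydrolase directed probe; 0% = PME-1 with DMSO and 100% = wells lacking PME-1 enzyme; inhibitors block probe labeling so polarization falls and inhibition rises; many of its hits are not listed in these tables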
* = called active by the depositor; nt = no result given.

Results follow in this order: Fam108B inh	GLD-1 TGE inh	MCL1-BIM inh	MEX-5 binding	BCLXL inh	GSTO1 counter	TPT1 inhibitor	PAD4 FP inh	PME-1 primary
1: Cc1ccc(C(=O)OCC(=O)NC2CC2)cc1S(=O)(=O)N1CCOCC1
→ nt	2.6	-11.8	nt	-5.2	nt	nt	-5.1	1.2
2: C/C(=N\NC(=O)c1nc(C)cc(C)n1)c1ccccc1
→ 0.2	4.9	-4.2	-5.0	-3.4	-3.7	1.9	0.0	-1.8
3: CCOc1ccc2nc(SCC(=O)NCC3CCCO3)c(C#N)cc2c1 (stereo not drawn)
→ 2.6	-9.7	-3.3	-1.0	1.8	-2.4	0.2	3.6	3.2
4: COCCC(=O)N1CCC(Oc2ccc(C(=O)NCc3cccc(C)n3)cc2)CC1
→ 1.4	-0.5	3.1	0.0	2.0	3.4	1.9	-1.1	5.6
5: O=C(Nc1ccccc1F)C1CCCN(S(=O)(=O)c2ccccc2)C1 (stereo not drawn)
→ 2.8	4.7	-5.7	4.7	1.4	5.3	-2.1	3.1	3.6
6: Cc1ccccc1N1CCN(Cc2nc(Cc3ccccc3F)no2)CC1
→ -2.8	0.1	1.8	-0.4	5.3	5.6	1.0	-3.9	-6.8
7: CN(CC(=O)Nc1cc([N+](=O)[O-])ccc1Cl)Cc1ccc(Br)cc1
→ 2.3	0.6	-22.0	0.4	-0.9	-1.0	-1.6	1.3	10.1
8: NC(=O)N/N=C/c1ccccc1OC(=O)c1cc2ccccc2oc1=O
→ 2.9	-4.2	0.1	-2.7	5.6	12.2	-5.0	-3.0	-0.1
9: O=C(Cn1cnc2c(cnn2-c2ccccc2)c1=O)N1CCCc2ccccc21
→ 1.3	9.9	6.6	1.1	7.5	-2.0	0.0	-3.5	-0.3
10: O=C(CNC(=O)c1ccc(Cl)cc1)c1ccc(Cl)cc1
→ 0.1	0.2	-10.1	0.5	-2.3	-3.6	-0.9	-5.2	-2.9
11: CCc1ccc(OCC(=O)N(Cc2cccs2)C2CCS(=O)(=O)C2)cc1 (stereo not drawn)
→ 3.2	1.2	6.1	-0.7	4.5	7.0	-1.8	0.7	-6.5
12: NCCCCCc1cn(CC(=O)NCCCCCCCCCCC(=O)N2CCNCC2)nn1
→ 1.0	-2.1	-5.2	nt	0.5	-1.1	0.5	-0.5	1.1
13: O=C(NCC1CCCO1)c1ccc(NC(=O)C2C3C=CC(C3)C2C(=O)O)cc1 (stereo not drawn)
→ 0.4	3.0	1.5	0.7	1.1	5.9	4.1	2.6	-3.0
14: C=C(C)CN=C1NN=C(c2cc(C)n(-c3ccc(C)cc3)c2C)CS1
→ -0.3	1.7	-0.5	0.9	-3.2	5.5	5.6	-4.0	-0.3
15: CCCOc1ccc(C(=O)O)cc1
→ 2.7	7.4	-0.1	1.6	-3.5	-0.9	-0.1	-6.3	-0.5
16: Cc1cc(NC(=O)CSc2nc3c(C)c(C)ccc3cc2C)no1
→ 0.7	6.8	8.5	1.4	6.0	5.6	-2.6	8.1	8.6
17: O=c1[nH]c(-c2ccccn2)nc(C(F)(F)F)c1Br
→ 0.6	-2.7	11.0	0.5	1.7	5.0	-1.0	-5.5	-7.4
18: COC(=O)C1=CC(C(=O)c2cccs2)=NN(c2ccc(OC)cc2)C1C(=O)OC (stereo not drawn)
→ 1.3	7.1	-15.9	0.4	2.4	1.5	21.2	-5.2	-6.9
19: Cc1cccc(CSC(Nc2ccc(F)cc2)=C(C#N)C#N)c1
→ 6.1	-5.3	1.8	2.1	1.8	7.0	-1.9	-6.0	6.3
20: COC(=O)CCC(=O)OC1(C)C(=O)C=C2C=C(C3CC3)N(c3ccc(CO)cc3)C=C2C1=O (stereo not drawn)
→ 1.5	45.0*	93.8*	-36.4*	63.5*	20.6	-17.0	-4.5	1.4
21: CC(C)(C)c1cc(C(=O)Nc2cccc3ccccc23)ccn1
→ -4.1	-0.7	2.6	0.1	3.6	0.5	-1.1	-3.1	-5.8
22: O=C(N/N=C\c1ccc(OCC(=O)N2CCCC2)cc1)C(=O)Nc1ccccc1F
→ 1.0	10.7	3.9	-0.7	5.9	-3.5	-3.8	1.3	-6.8
23: Cn1c(CO)cnc1SCc1ccccc1
→ -4.5	-1.5	-0.3	1.3	-4.7	4.2	4.0	-0.2	-0.3
24: N#CCCCn1c(O)c(N=NC(=O)C(O)c2ccccc2)c2ccccc21 (stereo not drawn)
→ 3.8	-0.6	-5.4	-0.1	2.5	6.5	-0.9	-7.8	4.4
25: O=C(NC1CCCCCC1)c1ccc(-n2cnnc2)cc1
→ -3.5	10.2	0.7	-1.7	1.0	2.0	-0.1	-4.1	-2.4
26: CCOc1ccc(S(=O)(=O)NCCC(=O)NC2=NCCS2)cc1
→ -3.4	-2.6	-8.8	1.4	11.4	1.0	1.2	-2.1	-2.8
27: CCCNC(=O)COc1ncnc2sc(C)c(C)c12
→ 3.0	0.9	4.0	-0.5	4.3	-2.2	-3.1	0.2	3.7
28: COc1ccc(CN2CCCC(C(=O)c3ccc(Cl)cc3)C2)cc1Cn1cccn1 (stereo not drawn)
→ -3.0	4.4	-1.6	0.4	-3.2	3.9	7.0	-0.6	-4.5
29: NC(=O)C1CCN(C(=S)c2cccs2)CC1
→ -2.2	3.7	13.8	2.8	6.4	-3.9	-1.6	0.3	-1.2
30: Cc1csc(NC(C)c2nc3cc(C(F)(F)F)ccc3n2CCCO)n1 (stereo not drawn)
→ -2.6	-7.0	-1.1	2.1	3.8	-4.4	-1.3	-2.8	6.5
31: O=C(O)Cn1cc(C(=O)c2cccs2)c2ccccc21
→ 0.2	6.5	5.0	-1.3	5.6	-8.0	0.3	1.2	-0.1
32: O=C(CSC(=S)N1CCSCC1)c1ccc(Cl)cc1
→ -4.5	-6.2	-4.5	-2.9	5.1	4.5	-0.2	-3.7	1.3
33: c1cncc(-c2nc3c(ccc4ccccc43)[nH]2)c1
→ -0.7	0.6	-10.8	-0.2	3.9	-4.8	7.5	-6.1	-11.2
34: CCOC(=O)Cc1nnc(NC(=O)C(CC)Sc2nnc3c4ccccc4n(C)c3n2)s1 (stereo not drawn)
→ 1.1	2.5	7.0	-1.6	8.1	30.3	2.7	-2.9	3.0
35: COC(=O)CCCC(=O)Nc1c(F)c(F)c(F)c(F)c1F
→ 1.5	2.2	10.2	1.4	6.9	-4.7	-4.0	-0.6	5.7
36: CC(C)C(=O)Nc1ccc(NC(=O)c2ccccc2Cl)nc1
→ -3.4	-5.3	-1.2	2.0	-0.1	-0.6	-2.8	-2.4	-5.4
37: CCN(CC)CCOC(=O)c1ccc(Cl)cc1
→ -2.3	-10.7	-3.0	0.8	1.5	0.7	-3.7	-8.1	2.2
38: O=C1C2CC=CCC2C(=O)N1CC(=O)N(Cc1ccccc1)C1CCS(=O)(=O)C1 (stereo not drawn)
→ 3.5	10.5	-3.4	0.0	5.5	5.3	-1.7	1.2	-2.0
39: C=CCOc1c(Cl)cc(C(=S)N2CCCC2)cc1OCC
→ 1.5	4.3	13.3	-1.3	2.4	2.1	-1.8	0.3	-8.2
40: O=C(Nc1ccc(Oc2cccc(C(F)(F)F)c2)nc1)c1cccs1
→ -4.1	1.4	-4.2	-0.5	3.8	-1.0	-2.4	1.0	-4.1
41: Cc1ccccc1OCCC(=O)OCC(=O)N1c2ccccc2NC(=O)C1(C)C
→ 4.0	-4.1	-0.5	-0.7	-5.6	13.0	-0.6	-1.0	1.2
42: CN(CC(=O)NCCc1ccccc1)S(=O)(=O)c1cnc[nH]1
→ -1.9	5.4	-2.8	-4.6	-0.3	-0.4	1.0	-1.6	6.9
43: COc1ccc(OC)c(N(CC(=O)Nc2cccc3ccccc23)S(C)(=O)=O)c1
→ 0.1	-3.1	-5.1	0.2	4.6	4.8	-2.2	0.7	0.3
44: C=CCc1c(C)nc(-c2ccccc2)nc1N/N=C(\C)c1ccc(N)cc1
→ -0.7	10.0	9.0	3.9	4.5	-5.6	4.2	-1.4	0.6
45: COc1cc(Nc2cccc[n+]2C)cc(OC)c1OC
→ 5.0	-1.8	-28.7	0.3	-8.7	2.2	0.5	1.2	3.4
46: O=c1c2c(nc3cc(-c4ccc(F)cc4)[nH]n13)CCC2
→ 4.3	-10.6	-2.3	-1.4	2.0	2.0	5.6	-4.5	-19.7
47: O=C(O)C=C1CCN(c2ncc(C(F)(F)F)cc2Cl)CC1
→ 2.7	-3.0	4.2	1.7	0.6	5.3	-3.1	1.0	-1.7
48: CN(C)c1ccc(N=Nc2ccc(S(=O)(=O)O)cc2)c2ccccc12
→ 7.7	5.4	20.2	1.7	11.7	36.9*	-0.1	-11.7	10.7
49: O=C(Nc1cccc(Cl)c1)Nc1cccc(Cl)c1
→ -68.5	15.4	5.4	-3.2	4.7	-84.2	0.2	-1.1	-152.3
50: O=C(Nc1ccc2nc3n(c(=O)c2c1)CCCC3)c1cc([N+](=O)[O-])ccc1F
→ 2.4	-9.1	-6.2	-2.2	0.7	-3.1	0.3	-1.2	2.2
51: Cn1c(CO)cnc1SCC(=O)c1ccc(Cl)cc1
→ -1.4	-1.2	3.5	-0.5	-2.5	1.6	2.2	-10.7	-8.6
52: Cc1nn(Cc2ccc(Cl)c(Cl)c2)c(C)c1NC(=O)c1sc2ccccc2c1Cl
→ -6.8	0.4	-3.7	-0.2	-3.3	-5.1	-2.0	-0.6	7.8
53: CCN1CCN(Cc2ccc(NC(=O)CC3Oc4ccc(C)cc4NC3=O)cc2)CC1 (stereo not drawn)
→ -0.3	0.7	1.6	0.9	0.5	-2.8	-3.0	2.3	6.8
54: Cc1ccc(-c2csc(NC(=O)CN3CCOCC3)n2)cc1
→ 0.8	2.4	1.8	-0.1	2.3	2.3	-0.3	-7.0	-8.3
55: CC(C)NC(=O)CCn1nc(-c2ccc(Cl)cc2)c2ccccc2c1=O
→ -5.2	4.7	-8.3	1.3	5.9	1.1	-6.8	-1.4	-4.6
56: COc1ccc(NC(=O)C2CCCN(S(=O)(=O)c3c(C)[nH]c(=O)[nH]c3=O)C2)cc1OC (stereo not drawn)
→ -1.1	-2.2	-3.9	0.9	-3.9	4.5	-3.8	-4.7	2.3
57: CCOC(=O)c1cc2cc(OC)ccc2nc1C
→ 1.6	-0.9	-7.7	-3.2	0.7	-1.8	-1.3	-2.9	8.2
58: N#Cc1c(-c2ccccc2)nc(SCC(=O)Nc2nnc(C(F)(F)F)s2)[nH]c1=O
→ 2.6	1.8	-3.0	3.3	-3.5	66.7*	-5.9	-4.6	-7.9
59: CCCCC(OC(=O)c1ccco1)C(=O)NCc1ccc(C)cc1 (stereo not drawn)
→ -3.5	2.9	-4.1	-2.5	-0.1	6.4	-1.7	-2.4	9.3
60: CC1(C)c2[nH]c3ccccc3c2C[C@H]2C(=O)N(N)CC(=O)N21
→ 0.3	-6.9	-1.4	-1.2	1.7	-0.3	0.4	3.6	1.2
61: O=C(c1ccc(CNc2c(N3CCCC3)c(=O)c2=O)cc1)N1CCN(C2CCCCC2)CC1
→ 3.1	2.8	2.6	-1.8	4.3	6.4	0.9	-3.5	-11.7
62: COc1ccc(C2N(c3ccc(Cl)cc3)N=C(C(C)=O)N(C)N2C(C)=O)cc1 (stereo not drawn)
→ 0.9	3.8	2.8	-2.6	-4.0	6.6	-2.3	3.6	9.6
63: O=C(O)c1ccc(Sc2nnnn2-c2ccccc2)c([N+](=O)[O-])c1
→ -1.9	0.0	12.6	-1.9	7.9	-2.1	-5.9	-1.0	-10.0

Compound activity (PubChem BioAssay)

An excerpt; count on the stated rates, not on these rows.
